# Screening results from PubChem.
# KDM4E inh = qHTS Assay for Inhibitors of Human Jumonji Domain Containing 2E (JMJD2E); JMJD2E catalytic domain, FDH-coupled NADH fluorescence (FDH is formaldehyde dehydrogenase); Potency, µM (highest dose often 57.1 µM), for inactives: at the highest dose activity change, negative = inhibition, usual class: inhibitors; hit rate 1.6% among 230,000; AID 2147, 2009; active = well fitted inhibition curve with a large enough effect, not every such curve was filed as active; inconclusive = small, poorly fitted or top-dose-only effect, or another doubt; inactive = no such curve, though single readings can be large or run the other way;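 also: 0% = wells with enzyme and -100% = buffer wells without enzyme; nearly all actives have a fitted effect of over 50% in size; many of its hits are not listed in these tables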
# Target sequence (B2RXH2 1-337 limits assumed): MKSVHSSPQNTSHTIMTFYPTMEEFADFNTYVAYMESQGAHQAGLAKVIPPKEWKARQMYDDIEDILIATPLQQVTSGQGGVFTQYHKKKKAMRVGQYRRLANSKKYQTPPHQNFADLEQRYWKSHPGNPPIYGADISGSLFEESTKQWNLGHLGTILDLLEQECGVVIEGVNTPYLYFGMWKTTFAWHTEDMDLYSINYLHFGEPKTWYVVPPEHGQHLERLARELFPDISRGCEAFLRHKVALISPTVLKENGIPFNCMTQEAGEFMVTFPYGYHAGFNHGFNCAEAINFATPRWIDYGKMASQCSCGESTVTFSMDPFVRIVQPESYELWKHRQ
# Luc counter = Counterscreen for Luciferase (Kinase-Glo TM) Inhibition; Kinase-Glo luciferase, ATP luminescence, 8 min; hit rate 0.28% among 200,000; Luciferin 4-monooxygenase (Photuris pensylvanica), Q27757; Potency, µM (highest dose often 38.3 µM), for the others: top-dose activity change, negative = inhibition, hits mostly inhibitors; also: % is scaled to controls: 0 for no effect and ±100 for the full control effect; nearly all actives have a fitted effect of over 60% in size
#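 Compound is pinned into ATP-containing buffer (10 uM ATP, imidazole pH 7.2, 7 mM MgCl2). Kinase-Glo luciferase reagent is then added. Light output is recorded following an 8-min room-temperature incubation.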
# Epigenetic reg = Quantitative High-Throughput Screen for Regulators of Epigenetic Control | Potency, µM (top dose mostly 53.9 µM), without a hit: at the top dose GFP activation, actives largely listed as activators | murine LDR cells, GFP reporter derepression, 30 h | hit rate 0.2% among 280,000; also: % of control where 0% means no effect; nearly all actives have a fitted effect of over 60% in size
#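 Murine LDR cells carrying a silenced, genomically integrated CMV-driven GFP reporter were exposed to compound for 30 hours at 37 C. After PBS washes, GFP-positive cells (20–120 um objects) were counted by laser-scanning microplate cytometry.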
# IMPase Li cell = qHTS Assay for Identifying the Cell-Membrane Permeable IMPase Inhibitors: Potentiation with Lithium; CHO-M1 cells, IP1 TR-FRET (IP-One), carbachol + lithium; Potency, µM (series often up to 59.4 µM), inactives show at the top dose activity, negative = IMPase inhibition, most hits filed as inhibitors; hit rate 0.35% among 210,000;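 also: IP1 builds up when IMPase is blocked and the TR-FRET signal falls; plate controls were basal vehicle for no effect and high inhibitor control for full effect; nearly all actives have a fitted effect of over 50% in size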
#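 CHO cells stably expressing M1 receptor (2000/well, cultured 16–30 h) treated 30 min at 37C with compound plus low lithium. Cytosolic IP1 by TR-FRET (665/620 ratio and 620 channel) after 10 min lysis; AC50 by Hill fit.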
# SMN2 splice enh = qHTS Assay for Enhancers of SMN2 Splice Variant Expression; Potency, µM (highest dose often 46.1 µM), for inactives: at the highest dose activity change, positive = activation, actives largely listed as activators; hit rate 2.8% among 210,000; HEK293 SMN2-luciferase splicing reporter, luminescence, 30-36 h; also: % of control where 0% means no effect; nearly all actives have a fitted effect of over 55% in size
#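 HEK293 cells carry an SMN2 […]–luciferase reporter in which exon 7 inclusion puts luciferase in frame. Cells were plated 10-12 h before compound addition, then incubated 30-36 h at 37C. ONE-Glo luminescence was read; sodium butyrate at 4.5 mM final served as control.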
# NPSR antagonist = qHTS Assay for Antagonists of the Neuropeptide S Receptor: cAMP Signal Transduction | hit rate 1% among 220,000 | Potency, µM (doses to about 38.3 µM), for the others: top-dose activity change, negative = inhibition, hits mostly inhibitors | CHO-NPSR cells, cAMP TR-FRET, antagonist mode | Q6W5P4; also: % is scaled to controls: 0 for no effect and ±100 for the full control effect; nearly all actives have a fitted effect of over 50% in size; many of its hits are not listed in these tables
# RECQ1 helicase = qHTS Assay for Inhibitors of RecQ-Like Dna Helicase 1 (RECQ1) | RECQ1 DNA unwinding, red fluorescence kinetic read | hit rate 0.54% among 240,000 | ATP-dependent DNA helicase Q1 (Homo sapiens), P46063 | Potency, µM (titrated, usually from 57.3 µM), for inactives: at the top dose activity, negative = inhibition, hits mostly inhibitors;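 also: plate controls were vehicle for no effect and no enzyme for full effect; nearly all actives have a fitted effect of over 30% in size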
# Target sequence (P46063 whole entry, looked up): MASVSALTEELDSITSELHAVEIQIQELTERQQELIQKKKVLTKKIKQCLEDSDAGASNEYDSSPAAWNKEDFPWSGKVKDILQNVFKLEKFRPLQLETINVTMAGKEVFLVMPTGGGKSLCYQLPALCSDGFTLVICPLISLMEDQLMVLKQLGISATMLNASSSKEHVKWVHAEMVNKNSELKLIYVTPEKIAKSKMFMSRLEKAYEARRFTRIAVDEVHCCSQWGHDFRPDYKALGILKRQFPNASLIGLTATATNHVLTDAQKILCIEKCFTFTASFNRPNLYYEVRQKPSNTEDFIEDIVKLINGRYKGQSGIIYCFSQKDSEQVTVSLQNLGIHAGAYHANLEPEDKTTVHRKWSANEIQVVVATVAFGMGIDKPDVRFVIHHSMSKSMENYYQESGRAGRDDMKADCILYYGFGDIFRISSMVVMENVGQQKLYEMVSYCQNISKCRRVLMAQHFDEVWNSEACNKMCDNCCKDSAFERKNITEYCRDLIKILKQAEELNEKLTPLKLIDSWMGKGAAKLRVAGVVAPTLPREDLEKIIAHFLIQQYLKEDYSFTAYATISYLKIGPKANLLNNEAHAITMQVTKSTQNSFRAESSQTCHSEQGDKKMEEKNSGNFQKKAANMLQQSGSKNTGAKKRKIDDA
#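 50 nM RECQ1T1 preincubated 15 min with compound in Tris pH 8.0 buffer with MgCl2, DTT, Tween-20 and 2.5 ug/ml poly(dI-dC); started with 200 nM TAMRA/BHQ-2 forked duplex and 2 mM ATP. Unwinding read as fluorescence (525/598 nm), two reads 2 h apart.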
# GoLoco inh red = qHTS Assay for Inhibitors of RGS12 GoLoco Motif Activity (Red Fluorophore); Guanine nucleotide-binding protein G(i) subunit alpha-1 (Homo sapiens), P63096; Gai1:RGS12 GoLoco peptide FP, rhodamine, 10 min; Potency, µM (doses to about 61.6 µM), without a hit: top-dose activity, negative = inhibition, usual class: inhibitors; hit rate 0.44% among 230,000; AID 880, 2007; active = well fitted inhibition curve with a large enough effect, not every such curve was filed as active; inactive = no such curve, though single readings can be large or run the other way; also: % is scaled to controls: 0 for no effect and ±100 for the full control effect; nearly all actives have a fitted effect of over 30% in size; many of its hits are not listed in these tables
# The depositor's hits bear a star; i = inactive; ? = inconclusive; . = not tested or not shown; & = joins results of further samples; [ ] = another dose, or the depositor's remark. Unless noted, calls follow the shape of the dose curve; as a rule, active = well fitted curve in the direction sought with a large enough effect; inconclusive = small, poorly fitted or top-dose-only effect, or another doubt; inactive = no such curve, though single readings can be large; an effect the other way counts as inactive or inconclusive. Potency is read from the fitted curve at half-maximal effect. This is a subset; rates above refer to the full screens.
SMILES,KDM4E inh,Luc counter,Epigenetic reg,IMPase Li cell,SMN2 splice enh,NPSR antagonist,RECQ1 helicase,GoLoco inh red
CCC(CC)NC(=O)CSc1nnc(-c2ccc(OC)cc2)n1C(C)C,3%,-1%,-0.7%,-20%[38.3 µM],-11%,-10%[46.1 µM],-4%,-7%
CC(C)(C)C(=O)O/N=C(\N)c1ccc(Br)cc1,-5%,.,0.9%,.,.,-6%,i,6%
CC(=O)Nc1ccc(S(=O)(=O)NNC(=O)COc2cc(C)ccc2C(C)C)cc1,4%,-3%,-2.9%,-3%[38.3 µM],-8%,-11%[46.1 µM],i,-4%
O=C1c2cccc(Sc3ccccc3)c2C(=O)c2c(Sc3ccccc3)cccc21,?,.,0.0%,.,.,-2%,-2%,-2%
C[C@]12CCC(=O)C=C1CC[C@@H]1[C@@H]2[C@@H](O)C[C@@]2(C)[C@H]1CC[C@]2(O)C(=O)COC(=O)CCC(=O)O,-7%&-2%&-1%,4%&0%&-3%,-1.0%&0.9%&-1.2%,-5%&-3%&9%,-52%&-23%&-10%[inhibitor],28%,-7%&2%&-1%,5%&3%&9%
Cc1ccc(/C=c2\sc3n(c2=O)CN(c2ccc(Br)cc2)CN=3)o1,-6%,-4%,-0.1%,7%[38.3 µM],-31%[inhibitor],-27%[46.1 µM],-6%,-16%
O=C(c1cccs1)n1nc(-c2ccccc2)nc1NCc1ccc(F)cc1,?,1%,-0.9%,30%[38.3 µM],-22%,-15%[46.1 µM],i,3%
CCNC(=S)N1C2CCC1CC(NC(=O)NC1CCCCC1)C2 (stereo unspecified),3%,3%,-2.2%,7%,-24%,-13%[46.1 µM],-4%,1%
Cc1[nH]n(-c2ccccc2)c(=O)c1N=Nc1ccccc1C(=O)N1CCCCC1,1%,.,-1.1%,.,.,-25%,-3%,6%
O=C(Nc1cccc(C(=O)N2CCN(c3ccc(F)cc3)CC2)c1)c1ccccc1,-21%,-1%,-0.2%,12%,-2%,-16%,17%,1%
CCOC(=O)c1c(NC(=O)/C=C/c2ccco2)sc(C)c1C,9%,0%,0.0%,7%[38.3 µM],-3%,-23%[46.1 µM],-9%,5%
C=C(C)CSc1nc2c(c(=O)[nH]c(=O)n2C)n1Cc1ccccc1,5%,.,1.1%,.,.,-20%,i,8%
CS(=O)(=O)N1CCN(c2ccc(Cl)cc2[N+](=O)[O-])CC1,13%,-1%,1.5%,-6%,-9%,27%,-1%,-3%
COc1ccccc1NC(=O)C1CCCN(S(=O)(=O)c2cnc[nH]2)C1 (stereo unspecified),-5%,0%,-0.8%,3%[38.3 µM],0%,2%[46.1 µM],-3%,-10%
Cc1[nH]c2ccccc2c1SCC(=O)N1CCCCCC1,?,1%,-2.9%,1%,6%,8%,i,4%
O=C(Nc1ccccc1)OC[C@H](CN1CCCCC1)OC(=O)Nc1ccccc1,-3%[25.5 µM],-1%[17.1 µM],2.7%[16.9 µM],6%,-7%[20.6 µM],.,-2%[25.9 µM],-4%[21.6 µM]
CCCCn1c(SCC(=O)OC)nc2c1c(=O)n(C)c(=O)n2C,5%,2%,-1.6%,-3%[38.3 µM],-11%,3%[46.1 µM],-4%,3%
Cc1cc(Cl)ccc1Oc1ncc(-c2ccc(Cl)cc2)cn1,9%,0%,-0.9%,5%[38.3 µM],-24%,-19%[46.1 µM],-8%,1%
CC1=C(C(=O)N2CCOCC2)C(c2cccs2)NC(=O)N1 (stereo unspecified),-9%,-1%,-1.0%,0%[38.3 µM],-23%,0%[46.1 µM],0%,0%
CCOC(=O)NN1C(=O)c2ccccc2NC1c1ccc(OC)cc1 (stereo unspecified),?,2%,-1.1%,3%,-11%,18%,-2%,-7%
COc1cc(/C=N/O)ccc1Oc1ccc([N+](=O)[O-])cc1[N+](=O)[O-],-9%,3%,1.1%,-1%,-21%,-2%,i,-2%
Cc1ccccc1NC(=O)c1ccc(NC(=O)c2ccco2)cc1,5%,-1%,0.0%,3%,1%,5%[46.1 µM],1%,4%
CC(C)(C)C1CCC(C(=O)Nc2ccccc2)CC1 (stereo unspecified),-17%,1%,-1.3%,26%[38.3 µM],-1%,-10%[46.1 µM],-6%,3%
O=C(N/N=C/c1cccc([N+](=O)[O-])c1)c1cccs1,-1%,1%,0.0%,0%,13µM*,26%[46.1 µM],-4%,5%
N#C/C(=C\c1ccc(N2CCOCC2)o1)c1nc2ccccc2[nH]1,?,-26%,13µM*,42%[activator][38.3 µM],0.56µM*,-28%[46.1 µM],32µM*,200%[activator]
CC(/C=C/c1ccco1)=N/NC(=O)c1ccccc1Cl,-4%,-6%,-2.5%,3%[38.3 µM],1%,-12%[46.1 µM],-15%,9%
Cc1cc(/C=N/NC(=O)CC2(C)OCCO2)c(C)n1-c1ccc(Cl)c(Cl)c1,?,0%,0.0%,10%,-12%,?,-2%,0%
N#Cc1ccc(N/N=C/c2cn(-c3ccccc3)nc2-c2ccccc2)c([N+](=O)[O-])c1,-9%,-6%,7.8%,-2%,2%,14%,-12%,0%
Fc1ccc(-c2csc(-c3ccncc3)n2)cc1,?,1%,-1.1%,-2%,-9%,9%,-3%,-2%
CC(C)CC(=O)N=C1SC2CS(=O)(=O)CC2N1Cc1ccccc1Cl (stereo unspecified),4%,.,-1.0%,.,.,5%,-1%,9%

# The last 6 records of the section above lead into the next:
SMILES,KDM4E inh,Luc counter,Epigenetic reg,IMPase Li cell,SMN2 splice enh,NPSR antagonist,RECQ1 helicase,GoLoco inh red
N#C/C(=C\c1ccc(N2CCOCC2)o1)c1nc2ccccc2[nH]1,?,-26%,13µM*,42%[activator][38.3 µM],0.56µM*,-28%[46.1 µM],32µM*,200%[activator]
CC(/C=C/c1ccco1)=N/NC(=O)c1ccccc1Cl,-4%,-6%,-2.5%,3%[38.3 µM],1%,-12%[46.1 µM],-15%,9%
Cc1cc(/C=N/NC(=O)CC2(C)OCCO2)c(C)n1-c1ccc(Cl)c(Cl)c1,?,0%,0.0%,10%,-12%,?,-2%,0%
N#Cc1ccc(N/N=C/c2cn(-c3ccccc3)nc2-c2ccccc2)c([N+](=O)[O-])c1,-9%,-6%,7.8%,-2%,2%,14%,-12%,0%
Fc1ccc(-c2csc(-c3ccncc3)n2)cc1,?,1%,-1.1%,-2%,-9%,9%,-3%,-2%
CC(C)CC(=O)N=C1SC2CS(=O)(=O)CC2N1Cc1ccccc1Cl (stereo unspecified),4%,.,-1.0%,.,.,5%,-1%,9%
N#Cc1cccc(NC(=O)N2CC3(CCN(C(=O)c4ccco4)CC3)C2)c1,.,-12%,.,12%,3%,.,-5%,-13%
COc1cccc(C2CCCCN(C)C2=O)c1 (stereo unspecified),13%,.,-2.0%,.,.,-11%,i,-4%
Fc1ccc(N=C2NN=C(c3cc(F)ccc3F)CS2)cc1,?,-1%,9.5%,3%,22µM*,-50%,-12%,20%
COC(=O)c1sc(SC)c(-c2ccon2)c1C,1%,.,1.1%,.,.,8%,i,10%
COc1c(F)c(F)c(C(=O)O)c(Nc2ccccc2C)c1F,2%,-1%,-4.2%,-1%[38.3 µM],-10%,-18%[46.1 µM],i,9%
CC(C)c1ccccc1NC(=O)COc1ccc2c(=O)c(Oc3ccc4ccccc4c3)coc2c1,-14%,-5%,-1.9%,-4%,-51%[inhibitor],-17%,i,18%
S=c1[nH]nc(-c2ccco2)n1/N=C/c1cccc(Cl)c1,-8%,.,0.0%,.,.,7%,-1%,8%
O=C(NCc1cccs1)C1CCCN(S(=O)(=O)c2ccc(Br)s2)C1 (stereo unspecified),-2%,1%,-1.7%,-20%[38.3 µM],-12%,-15%[46.1 µM],i,2%
CC(=O)Nc1c(O)c2ccccc2[nH]c1=O,?,-1%,0.1%,4%,.,-12%,i,11%
O=C(NNc1ccccc1[N+](=O)[O-])Nc1ccc(F)cc1,-3%,-5%,-2.0%,-3%,-9%,-1%,-1%,26%
NC(=O)C1(N2CCCCC2)CCN(C(=S)Nc2cccc(Cl)c2)CC1,8%,1%,0.1%,0%,-49%,-2%,-6%,5%
O=C1CCC([N+](=O)[O-])C(c2cccc(Br)c2)N1 (stereo unspecified),-8%,-1%,0.0%,-1%,9%,13%,i,-7%
COC(=O)C1=C(C)N(CCc2c[nH]c3ccc(OC)cc23)C(=O)C1,-27%,4%,-2.6%,23%,-4%,10%,-9%,16%
O=C(CSc1ncn(-c2ccccc2)n1)Nc1ccc2c(c1)OCCO2,3%,-3%,2.8%,0%[38.3 µM],19%,2%[7.67 µM],-2%,8%
COC(=O)c1ccc(NC(=O)CSCc2ccccc2C)cc1,6%,-3%,-0.2%,13%[38.3 µM],6%,-19%[46.1 µM],-12%,0%

# Reformatted with values under each structure: part of the list above.
# Sequence of screens: KDM4E inh, Luc counter, Epigenetic reg, IMPase Li cell, SMN2 splice enh, NPSR antagonist, RECQ1 helicase, GoLoco inh red
Cc1ccccc1NC(=O)c1ccc(NC(=O)c2ccco2)cc1
  5%, -1%, 0.0%, 3%, 1%, 5%[46.1 µM], 1%, 4%
CC(C)(C)C1CCC(C(=O)Nc2ccccc2)CC1 (stereo unspecified)
  -17%, 1%, -1.3%, 26%[38.3 µM], -1%, -10%[46.1 µM], -6%, 3%
O=C(N/N=C/c1cccc([N+](=O)[O-])c1)c1cccs1
  -1%, 1%, 0.0%, 0%, 13µM*, 26%[46.1 µM], -4%, 5%
